Screens (PubChem BioAssay)
Anesthetic bind: binds horse apoferritin like a general anesthetic; P02791; Potency, µM (doses to about 77.5 µM), without a hit: at the highest dose activity change, negative = displacement, most hits filed as inhibitors; AID 485281; 350,000 tested, 0.074% active; apoferritin/1-aminoanthracene competitive binding, fluorescence; further: potency means the concentration at half of the fitted maximal effect; on the % scale 0 is the no-effect control and ±100 the full control effect; nearly all actives have a fitted effect of over 20% in size
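In PBS, apoferritin at 10 uM is loaded with 1-AMA from a 50% saturated solution. After 10 min of compound exposure at ambient temperature, reduced 535 nm fluorescence indicates probe displacement.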
TRHR ag: agonists of human TRH receptor; TRHR cells, calcium flux fluo-8, FDSS agonist mode; 360,000 tested, 0.18% active; P34981; activation, % at 2 µM; in the data active means activation above about 30%; further: 0% is about no effect
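Agonist-mode FDSS calcium read (Ex 480/Em 530, 1 s cycles) in 1536-well TRHR cells with fluo-8 dye, after 10-cycle baseline and 23 nL compound addition; TRH at EC20 (10 nM final) added afterwards for the enhancer phase.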
APE1 inh: inhibitors of human APE1 endonuclease; P27695; recombinant APE1, TAMRA/BHQ-2 abasic DNA cleavage fluorescence; Potency, µM (top dose mostly 65.8 µM), for the others: top-dose activity change, negative = inhibition, actives largely listed as inhibitors; 350,000 tested, 0.35% active;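 further: potency means the concentration at half of the fitted maximal effect; plate controls were vehicle for no effect and reference inhibitor for full effect; nearly all actives have a fitted effect of over 55% in size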
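0.75 nM APE1 + cpd, 15 min RT; start w/ 50 nM TAMRA/BHQ-2 THF-abasic dsDNA; kinetic fluor 525/598 nm ×3 reads @60 s; Δ(read3−read1); normalized to DMSO and NSC13755 control wells.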
Pol kappa inh: blocks human DNA polymerase kappa activity. Q9UBT6. purified Pol kappa, fluorescent DNA synthesis assay, 10 min. Potency, µM (highest dose often 107 µM), for the others: at the top dose activity, negative = inhibition, actives largely listed as inhibitors. 400,000 tested, 0.53% active; further: potency means the concentration at half of the fitted maximal effect; on the % scale 0 is the no-effect control and ±100 the full control effect
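Fluorescent qHTS in 1536-well format: enzyme (10 nM) and compound sat 15 min at room temperature before 50 nM substrate (final) was added. Signal taken at 0 and 10 min; no-enzyme buffer wells were negative controls.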
12-LOX inh: blocks human arachidonate 12S-lipoxygenase; purified 12hLO, xylenol orange hydroperoxide absorbance; Potency, µM (series often up to 108 µM), inactives show at the highest dose activity change, negative = inhibition, usual class: inhibitors; 580,000 tested, 1.1% active; AID 1671190; further: potency means the concentration at half of the fitted maximal effect; on the % scale 0 is the no-effect control and ±100 the full control effect
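Purified human 12hLO (150 nM final) in 25 mM Hepes, 0.01% Triton X-100, pH 7.0 was preincubated 15 min at room temperature with compound. Then 40 uM arachidonic acid was added, 30 min. Hydroperoxide was read by Fe-XO absorbance ratio 573/405 nm.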
BLM inh: blocks DNA unwinding by human BLM helicase. recombinant BLM DNA unwinding, fluorescence dequenching. Potency, µM (top dose mostly 56.1 µM), for inactives: at the highest dose activity change, negative = inhibition, usual class: inhibitors. 350,000 tested, 0.2% active. P54132;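 further: potency means the concentration at half of the fitted maximal effect; plate controls were vehicle for no effect and no enzyme for full effect; nearly all actives have a fitted effect of over 35% in size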
Target sequence (P54132 whole entry, looked up): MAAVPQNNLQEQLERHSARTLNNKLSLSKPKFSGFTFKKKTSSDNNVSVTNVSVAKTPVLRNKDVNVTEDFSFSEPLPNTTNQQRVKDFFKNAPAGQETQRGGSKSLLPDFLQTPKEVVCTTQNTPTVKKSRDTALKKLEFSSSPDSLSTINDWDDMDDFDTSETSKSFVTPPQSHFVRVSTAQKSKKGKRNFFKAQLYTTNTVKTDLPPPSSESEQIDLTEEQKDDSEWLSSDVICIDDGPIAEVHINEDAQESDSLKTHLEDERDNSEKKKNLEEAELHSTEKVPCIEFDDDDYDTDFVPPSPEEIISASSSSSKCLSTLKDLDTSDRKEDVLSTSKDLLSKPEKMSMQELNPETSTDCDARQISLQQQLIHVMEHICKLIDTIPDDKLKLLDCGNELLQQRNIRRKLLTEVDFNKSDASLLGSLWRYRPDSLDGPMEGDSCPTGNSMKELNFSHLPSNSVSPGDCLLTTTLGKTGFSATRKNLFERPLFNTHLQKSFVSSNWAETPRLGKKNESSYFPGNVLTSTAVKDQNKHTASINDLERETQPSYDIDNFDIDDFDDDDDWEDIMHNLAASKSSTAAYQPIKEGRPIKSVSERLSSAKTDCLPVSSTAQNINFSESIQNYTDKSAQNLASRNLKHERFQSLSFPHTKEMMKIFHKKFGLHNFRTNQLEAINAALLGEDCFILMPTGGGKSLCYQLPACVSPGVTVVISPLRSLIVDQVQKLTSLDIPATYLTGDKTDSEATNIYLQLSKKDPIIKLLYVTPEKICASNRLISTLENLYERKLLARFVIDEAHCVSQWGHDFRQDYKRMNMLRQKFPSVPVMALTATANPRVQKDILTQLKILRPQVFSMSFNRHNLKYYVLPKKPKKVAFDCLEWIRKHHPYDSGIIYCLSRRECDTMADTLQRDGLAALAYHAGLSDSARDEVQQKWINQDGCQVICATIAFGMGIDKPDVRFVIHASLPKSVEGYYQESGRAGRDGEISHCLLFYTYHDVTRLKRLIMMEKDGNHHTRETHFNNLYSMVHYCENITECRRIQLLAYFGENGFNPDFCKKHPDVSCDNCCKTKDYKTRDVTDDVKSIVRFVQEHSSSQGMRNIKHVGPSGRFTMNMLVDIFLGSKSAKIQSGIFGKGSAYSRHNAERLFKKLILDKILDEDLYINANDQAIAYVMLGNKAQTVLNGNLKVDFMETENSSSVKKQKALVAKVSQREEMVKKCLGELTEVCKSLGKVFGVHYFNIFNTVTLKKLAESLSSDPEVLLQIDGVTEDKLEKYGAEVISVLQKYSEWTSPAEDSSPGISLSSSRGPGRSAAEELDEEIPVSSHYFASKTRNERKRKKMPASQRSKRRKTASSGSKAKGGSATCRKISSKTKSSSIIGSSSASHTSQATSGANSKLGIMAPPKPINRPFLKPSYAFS
POLB inh: DNA polymerase beta (human) inhibition; P06746; Pol beta primer extension/strand displacement, fluorescence kinetic; Potency, µM (titrated, usually from 114 µM), inactives show at the top dose activity change, negative = inhibition, usual class: inhibitors; 340,000 tested, 1.3% active; AID 485314; further: potency means the concentration at half of the fitted maximal effect; on the % scale 0 is the no-effect control and ±100 the full control effect
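Enzyme-only controls used 10 nM Pol beta; buffer lacking enzyme served as negative control. Compound preincubated 15 min, then 50 nM substrate added; 0 and 10 min reads at room temperature.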
ERG-DNA inh: inhibitors of human ERG Ets domain-DNA interaction | P11308 | fluorescence polarization, His-ERG Ets domain / labelled DNA | Potency, µM (doses to about 76.9 µM), for the others: at the top dose FP activity, negative = inhibition, actives largely listed as inhibitors | 370,000 tested, 0.028% active | AID 624246; active means well fitted inhibition curve with a large enough effect in the polarisation, with a control signal flat; inconclusive means small, poorly fitted or top-dose-only effect, or effect the other way, or a change in a side signal; inactive means no such curve, though single readings can be large or run the other way; the % refers to the polarisation;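 further: polarization taken with two DNA probes labelled with fluorescein and Texas red; potency means the concentration at half of the fitted maximal effect; % of control where 0% means no effect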
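His-tagged ERG Ets domain (1 uM in the protein solution; 300mM KCl, 50mM Tris-HCl, 1mM EDTA, 1mM DTT, pH 7.5) received compound, then a probe mix of 5 nM fluorescein-DNA and 100nM Texas-615-DNA. Fluorescence polarization was read for both dyes.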
POLI inh: inhibitors of human DNA polymerase iota; Q9UNA4; Pol iota fluorescent replication assay, 10 min; Potency, µM (top dose mostly 115 µM), without a hit: top-dose activity, negative = inhibition, hits mostly inhibitors; 390,000 tested, 1% active; AID 588590; further: potency means the concentration at half of the fitted maximal effect
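Pol iota at 10 nM preincubated 15 min with compounds at room temperature; reaction started with fluorescent substrate, 50 nM final. Fluorescence read kinetically at 0 and 10 min; buffer-only wells as negative control.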
Numbers without * were called inactive; ? = inconclusive; · = no result given; & = joins results of further samples; [ ] = remark or other dose. Unless noted, the call rests on the fitted dose curve; in most records, active means well fitted curve in the direction sought with a large enough effect; inconclusive means small, poorly fitted or top-dose-only effect, or another doubt; inactive means no such curve, though single readings can be large; an effect the other way counts as inactive or inconclusive.

SMILES	Anesthetic bind	TRHR ag	APE1 inh	Pol kappa inh	12-LOX inh	BLM inh	POLB inh	ERG-DNA inh	POLI inh
CCOC(=O)c1sc2nc(CSc3ccccc3)nc(N3CCCN(C)CC3)c2c1C	?	2.0	-6%	-10%	5.6µM*	27%	-5%	0%	34%[activator]
O=C(CNC(=O)c1ccco1)N/N=C/c1ccccc1[N+](=O)[O-]	-21%	1.6	4%	11%	12%	-7%	0%	21%	22%
COCCCNC(=S)N/N=C/c1ccc(N(C)C)cc1	41%[activator]	0.2	-9%	-8%	?	-1%	-1%	2%	94%[activator]
Cc1cc(NS(C)(=O)=O)c(=O)n(Cc2c(F)cccc2Cl)c1	-15%	0.2	38%	-18%	?	-8%	-18%	-6%	10%
Cc1cc(C)c(COCc2cc(/C=N/O)c(C)cc2C)cc1/C=N/O	?	0.1	-9%	-14%	-22%	-10%	1%	·	11%
CNC(=O)c1cc(S(=O)(=O)N2CC(C)OC(C)C2)ccc1N1CCCCC1 (configuration not stated)	-11%	-0.2	6%	-17%	4%	-1%	16%	-13%	18%
O=[N+]([O-])c1ccc(F)c(N=Cc2ccc(Br)s2)c1	7%	-0.7	0%	1%	-11%	-3%	2%	10%	-19%
Cc1cc(CNC(=O)c2cc(COc3ccc(F)c(F)c3)on2)nn1C	?	0.6	19%	-4%	30%	-10%	15%	-13%	38%[activator]
Cc1ccc(CNc2nc3ccccc3n2C)cc1	-18%	-0.9	26%	-6%	-9%	-4%	3%	-5%	-6%
COC(=O)c1ccc(N2C(=O)CC(N3CCC(O)(c4ccc(Br)cc4)CC3)C2=O)cc1 (configuration not stated)	-13%	0.5	-2%	-8%	0%	-2%	10%	-1%	16%
O=C(COC(=O)CCSc1ccccc1)Nc1cc(F)ccc1F	?	-0.1	11%	-4%	0%	-6%	14%	-2%	18%
CCN(CC)CC1(O)CCN(C(=O)c2ccc(Cl)c(Cl)c2)CC1	-4%	0.7	10%	-8%	13%	-3%	59%	-5%	133%[activator]
ON=C1c2ccccc2-c2cc(Br)ccc21	·	·	·	-3%	-23%	·	·	-16%	-15%
CCCCN(C)CCNC(=O)c1ccc(Cn2c(=O)[nH]c3cc(OC)c(OC)cc3c2=O)cc1	-14%	1.8	·	3%	-6%	1%	31%	0%	-12%
CC1CCN(C(=O)CCc2ccc(S(=O)(=O)NC(C)C)cc2)CC1	-18%	0.7	-1%	-2%	-26%	0%	7%	·	11%
O=S(=O)(Nc1ccc(F)cc1F)c1ccc(-n2cccn2)cc1	-2%	-0.1	·	-18%	-17%	-3%	20%	-3%	8%
CCOC(=O)C1(CC2CCCCO2)CCN(Cc2cc3ccccc3[nH]2)CC1 (configuration not stated)	?	0.2	9%	-1%	-8%	-17%	-24%	2%	55%[activator]
COCCN=C1NN=C(c2ccc(C)c([N+](=O)[O-])c2)CS1	-22%	0.3	-2%	14%	-3%	-3%	-2%	-1%	?
COc1ccc(C2(O)CC3CCC(C2)N3c2cc(C)nc(-c3ccccc3)n2)cc1 (configuration not stated)	-4%	2.2	2%	0%	?	-14%	0%	9%	-19%
Cn1ccnc1/C(=N\NC(=O)c1ccccc1)c1cccc([N+](=O)[O-])c1	-5%	-0.3	-2%	-2%	51%[activator]	-2%	26%	2%	145%[activator]

2 compounds drawn at random from those above, as already listed:
SMILES	Anesthetic bind	TRHR ag	APE1 inh	Pol kappa inh	12-LOX inh	BLM inh	POLB inh	ERG-DNA inh	POLI inh
CCN(CC)CC1(O)CCN(C(=O)c2ccc(Cl)c(Cl)c2)CC1	-4%	0.7	10%	-8%	13%	-3%	59%	-5%	133%[activator]
CNC(=O)c1cc(S(=O)(=O)N2CC(C)OC(C)C2)ccc1N1CCCCC1 (configuration not stated)	-11%	-0.2	6%	-17%	4%	-1%	16%	-13%	18%

Records above that bear a hit mark in 12-LOX inh.
molecule	Anesthetic bind	TRHR ag	Pol kappa inh	12-LOX inh	BLM inh	POLB inh	ERG-DNA inh	POLI inh
CCOC(=O)c1sc2nc(CSc3ccccc3)nc(N3CCCN(C)CC3)c2c1C	?	2.0	-10%	5.6µM*	27%	-5%	0%	34%[activator]

The main list resumes with the 2 entries that preceded the break.
SMILES	Anesthetic bind	TRHR ag	APE1 inh	Pol kappa inh	12-LOX inh	BLM inh	POLB inh	ERG-DNA inh	POLI inh
COc1ccc(C2(O)CC3CCC(C2)N3c2cc(C)nc(-c3ccccc3)n2)cc1 (configuration not stated)	-4%	2.2	2%	0%	?	-14%	0%	9%	-19%
Cn1ccnc1/C(=N\NC(=O)c1ccccc1)c1cccc([N+](=O)[O-])c1	-5%	-0.3	-2%	-2%	51%[activator]	-2%	26%	2%	145%[activator]
CC[n+]1c(P(=O)([O-])c2ccccc2)[nH]c2ccccc21	-9%	0.4	5%	4%	-28%	0%	8%	-9%	-5%
CCN(c1ccccc1)c1nc(Cl)nc2c1cnn2C	·	·	·	-22%	-8%	·	·	-3%	?
O=C(CSC(=S)N1CCOCC1)c1ccccc1	-21%	-0.9	18%	-5%	-19%	-3%	3%	-6%	16%
O=C(NC(=S)Nc1ccc2oc(=O)ccc2c1)c1ccco1	-8%	-0.3	-4%	-2%	9%	-4%	-1%	1%[15.4 µM]	53%[activator]
COC(=O)c1ccc(NC(=O)CCn2cccn2)cc1	-5%	-0.1	·	-24%	1%	2%	-1%	1%	17%
O=C(O)c1cc2cccc(S(=O)(=O)N3CCCCC3)c2cc1O	372%[activator]	0.2	21%	-16%	-19%	-2%	12%	4%	116%[activator]
O=C(NCC1CCCO1)c1ccccc1S(=O)(=O)c1ccc([N+](=O)[O-])cc1 (configuration not stated)	-6%	0.2	0%	0%	-5%	1%	18%	2%	67%[activator]
Cc1ccsc1CN(C(=O)c1oc2ccc(Br)cc2c1C)C1CCS(=O)(=O)C1 (configuration not stated)	-6%	0.8	·	14%	-20%	-6%	?	-3%	12%
CC(C)C(OC(=O)c1ccco1)C(=O)NC1CCCCC1 (configuration not stated)	-7%	0.4	1%	-13%	78%[activator]	1%	3%	9%	17%
COC(=O)C1=C[C@@H](C(=O)OC)C2C3=C(C(=O)[C@@]2(C)NC(=O)c2ccccc2)[C@H](C)[C@@H]2C(=O)N(C)C(=O)[C@@H]2[C@@H]3C1 (some centres not stated)	-1%	·	-3%	0%	·	-6%	·	·	?
O=c1c(-c2cccc([N+](=O)[O-])c2)[n+]([O-])c2ccccc2n1O	0%	-0.5	-10%	3%	-24%	-2%	-1%	-7%	-12%
OC1CCCN(C(=S)NCc2ccccc2)C1 (configuration not stated)	-3%	0.2	17%	-3%	0%	-3%	3%	-10%	63%[activator]
COC(=O)c1c(NC(=O)c2ccccc2)sc(C(N)=O)c1C	-4%	-0.9	4%	-6%	88%[activator]	-3%	14%	-3%	89µM*
COc1ccc(CCC(=O)Nc2cccc(S(=O)(=O)N3CCCCCC3)c2)cc1	·	0.4	-10%	-10%	9%	·	·	-1%	-2%
Cc1cc2nc(-c3ccc(Cl)cc3)cc(C(F)(F)F)n2n1	-1%	0.7	·	-10%[60.1 µM]	-16%	1%	16%	-1%	16%
COc1ccc2nc(/N=C(\N)NC(=O)C(C)(C)C)nc(C)c2c1	?	-0.6	?	-20%	-8%&47%	5%	0%	0%	6%
Cc1cc(-c2ccccc2)cc(C)n1	·	·	·	-3%	0%	·	·	3%	9%
CCOC(=O)c1[nH]c(C)c(CCC(=O)Nc2ccc(Br)c(C)c2)c1C	48%[activator]	-0.5	·	-7%[60.1 µM]	?	-4%	1%	2%	-18%
O=C(N/N=C1/CCS(=O)(=O)c2ccc(F)cc21)c1cccnc1	-6%	0.2	1%	2%	2%	-1%	15%	2%	-6%
Cc1cc(N2CCCCC2)nc2ccc(NC(=O)/C=C/c3ccccc3OC(C)C)cc12	48%[activator]	0.1	·	2%	-4%	-7%	30%	8%	32%
CC1=C(/C=C/C(C)=C/C=C/C(C)=C/C(=O)Nc2ccc(O)cc2)C(C)(C)CCC1	?	-0.7	-2%&1%&5%&-3%&19%&-3%&-3%	-3%	?	-19%&-2%	-6%[57.1 µM]	2%	5%

Some of the compounds tested, so the mix of outcomes need not match the whole.
